From PubChem
LGR2 antag: Drosophila LGR2 receptor signaling inhibition; HEK293 LGR2, CRE-luciferase, bursicon-stimulated, 4 h; inhibition, % at 9.99 µM; hit rate 0.35% among 380,000; AID 720647;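 active means drop in luminescence signal, shown as inhibition above about 50% in the replicate tests, limit read from the data, passing the limit was not always enough; inconclusive means probably only some replicates passing the limit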;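 further: agonist challenge used bursicon conditioned medium at about half maximal strength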
ARNT-TACC3 inh: disrupts binding between human ARNT and TACC3. inhibition, % at 9.99 µM. AlphaScreen His-ARNT PAS-B/GST-TACC3 binding, luminescence; TACC3 fragment carries E629A point mutation. hit rate 0.66% among 390,000. Q9Y6A5. AID 623870;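 active means mean inhibition of replicates at least 50% and at least half of replicates each reaching 50%; inconclusive means half or more replicates reach 50% but mean below 50%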;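 further: 0% = complete ARNT plus TACC3 wells and 100% = ARNT alone without TACC3; many hits fall short of the cut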
* = called active by the depositor; u = inconclusive.

| Structure | LGR2 antag | ARNT-TACC3 inh |
| --- | --- | --- |
| CCC(C)[C@H](NC(=O)Nc1cccc(OC)c1)C(=O)OC (stereo partly specified) | -1 | -2 |
| CCOC(=O)N1[C@@H]2C=C(C)[C@@H]2[C@@H]2[C@@H](C)C(=O)N21 | -10 | 13 |
| O=C(NCCc1ccc(Cl)cc1)C1CCN(S(=O)(=O)N2CCCC2)CC1 | -3 | -7 |
| Cc1ccc(C)c(NC(=O)Cn2nc(C(F)(F)F)cc2C2CC2)c1 | 11 | 23 |
| COc1ccc(-n2nc([N+](=O)[O-])c(=NCCc3ccc(OC)c(OC)c3)n2O)cc1 | 8 | 4 |
| O=C(CSc1nc(-c2ccccc2)nc2ccccc12)Nc1nccs1 | -11 | -6 |
| CCOc1ccc(Cc2nc(-c3nonc3N)no2)cc1OCC | -4 | 8 |
| Cn1nnnc1SCC(=O)Nc1ccccc1C(=O)NC1CC1 | 23 | -1 |
| CC1(C)CC(=O)c2c(O)cc(OCc3ccc([N+](=O)[O-])cc3)cc2O1 | -56 | 7 |
| COc1cccc(NC(=S)NNC(=O)c2ccccc2OC(F)F)c1 | 22 | 17 |
| O=[N+]([O-])c1cc2oc3c(c2c(C=NCc2ccccc2)c1O)CCCC3 | 0 | 4 |
| COC(=O)C1CCN(c2cc(=O)n(-c3ccccc3Cl)c(=O)[nH]2)CC1 | -1 | 0 |
| CCCOc1ccc(N2C(=O)CC(N3CCC(C(=O)OCC)CC3)C2=O)cc1 (stereo unspecified) | -10 | -10 |
| NS(=O)(=O)c1ccc(CCNC2CC(=O)N(CCc3ccccc3)C2=O)cc1 (stereo unspecified) | 3 | 2 |
| O=C(O)c1ccc2noc(-c3ccccc3)c2c1 | -9 | -8 |
| CCn1ncc(/C=C/C(=O)NCc2cn(C)nc2C)c1C | 5 | -2 |
| CCCCn1c(NC(C)CC)nc2c1c(=O)[nH]c(=O)n2C (stereo unspecified) | -16 | 7 |
| O=C(C1=NNC2C(=O)N(c3ccccc3)C(=O)C12)c1nc(Cl)ccc1Cl (stereo unspecified) | 12 | -6 |
| O=[N+]([O-])c1ccc(NCCCNS(=O)(=O)c2ccc(Cl)cc2)c(Cl)c1 | -5 | 4 |
| CCCCN1CCc2[nH]c(=S)[nH]c(=O)c2C1 | 1 | 0 |
| CCC(C)NC(=O)N[C@@H](CCSC)C(=O)OC (stereo partly specified) | 5 | -22 |
| CCN1CCN(C(=O)c2cn(CCOC)c(=O)c3c2c2ccccc2n3C)CC1 | -16 | 1 |
| Clc1ccc(-n2nnnc2-c2ccccc2)cc1 | 2 | -46 |
| COc1cccc(CNCCc2c[nH]c3ccccc23)c1OCc1ccc(F)cc1 | 24 | 21 |
| O=C(O)CSCC(=O)Nc1cc(C(F)(F)F)ccc1Cl | -7 | -4 |
| CC1(C)CC(=O)C2=C(C1)N(c1ccc(F)cc1)C(=O)C2(O)C(F)(F)F (stereo unspecified) | -21 | -1 |
| C=CCc1ccccc1OCC(O)Cn1ccnc1C (stereo unspecified) | -3 | 2 |
| CC(=O)N=C1SC2CS(=O)(=O)CC2N1c1cccc(Cl)c1Cl (stereo unspecified) | -8 | -2 |
| COc1cccc(-c2noc(CCC(=O)NC3CCCCC3)n2)c1 | -3 | -15 |
| Cc1nc2ccc(Br)cn2c1NC(C)(C)C | 11 | -10 |
| O=C(NN=C1CCCCCC1)C(=O)Nc1cccc(Br)c1 | -55 | -3 |
| COc1ccccc1N1CCN(C(=O)CCNS(=O)(=O)c2ccc(Br)s2)CC1 | 10 | -1 |
| CCN(CC)CCCN=Cc1c(O)n(Cc2ccccc2)c(=O)c2ccccc12 | 15 | 6 |
| O=S(=O)(NCC1CCCO1)c1ccc(S(=O)(=O)N(Cc2ccccc2F)C2CCCCC2)cc1 (stereo unspecified) | 16 | 3 |
| COc1ccccc1N1CCN(c2nnc(-c3ccc(F)cc3)c3ccccc23)CC1 | 9 | -3 |
| Cc1ccc(S(=O)(=O)Cc2cn3cccnc3n2)cc1 | 10 | -2 |
| CCn1c(COc2ccccc2C)nnc1SCC(=O)NCc1ccccc1 | 7 | 2 |
| CN1CCOCCOCCN(C)C(=O)N2CCOCCOCCN(CCOCC2)C1=O | 19 | 1 |
| CCOC(=O)COc1ccc(S(=O)(=O)NCCC2=CCCCC2)cc1 | 15 | 3 |
| CCCSc1cc(=O)n(-c2ccccc2)nc1C(=O)OCC | 19 | -1 |

Arranged by the number under ARNT-TACC3 inh (high to low): three from the list above.
| Structure | LGR2 antag | ARNT-TACC3 inh |
| --- | --- | --- |
| CCN(CC)CCCN=Cc1c(O)n(Cc2ccccc2)c(=O)c2ccccc12 | 15 | 6 |
| CC(=O)N=C1SC2CS(=O)(=O)CC2N1c1cccc(Cl)c1Cl (stereo unspecified) | -8 | -2 |
| O=C(NN=C1CCCCCC1)C(=O)Nc1cccc(Br)c1 | -55 | -3 |

Further entries.
| Structure | LGR2 antag | ARNT-TACC3 inh |
| --- | --- | --- |
| COc1nccnc1NS(=O)(=O)c1ccc(NC(=S)NC(=O)c2cccc(F)c2)cc1 | 7 | 3 |
| CC(=O)N1CCC2(CC1)C(C#N)=C(N)Oc1n[nH]c(CSc3ccc(C)cc3)c12 | 3 | 17 |
| Cc1cc(-c2ccc(F)cc2)nc2cc(C(N)=O)nn12 | -1 | 41* |
| Cc1ccc(-c2nnn(CC(=O)N(CC(=O)NC3CCCC3)c3cnc4ccccc4c3)n2)o1 | -18 | 6 |
| C=CCn1c(C)cc(C(=O)CSc2nc3ccccc3[nH]2)c1C | 60* | 17 |
| CCn1c(C(C#N)/C(=N\S(=O)(=O)c2cccs2)c2ccccc2)nc2ccccc21 (stereo unspecified) | -5 | 35 |
| Cc1ccc(Oc2nc3ccccc3n3c(C)nnc23)cc1 | -7 | -5 |
| CCCCSc1cc(C)nc2ncnn12 | 4 | -1 |
| Cn1cccc1CNC(=O)Nc1ccccc1 | 0 | -5 |
| COc1ccc(-c2c[n+]3c4n2CCCCC4=C(c2ccc(Br)cc2)C3)cc1 | -18 | 17 |
| O=c1c2ccccc2nc(-c2ccco2)n1/N=C/c1ccccc1O | -21 | 3 |
| O=C(CSc1nnc(CN2CCOCC2)n1-c1ccc(Cl)cc1)N1CCc2ccccc21 | 1 | -13 |
| CC(C)NS(=O)(=O)c1ccc(OCC(=O)Nc2ccc3c(c2)OCO3)c(Cl)c1 | -16 | -10 |
| CN(C)/C=C1\N=C(c2ccc(Cl)cc2Cl)OC1=O | -42 | 0 |
| CCc1c(O)nc2sc3ccccc3n2c1=O | -24 | -2 |
| COc1ccc(NC(=O)CCNS(=O)(=O)c2ccc3c(c2)c(=O)n(C)c(=O)n3C)c(OC)c1 | -1 | 0 |
| CC(C#N)Sc1ncnc2sc3c(c12)CCC3 (stereo unspecified) | -33 | 4 |
| CC(C)COC(=O)n1ccc(C(=O)N2CCCCC2)n1 | -24 | 1 |
| COc1ccc2nc(C)cc(SCC(=O)Nc3c(C)cc(C)cc3C)c2c1 | -5 | -7 |
| CCOC(=O)c1cc(C#N)c(N2CCCCC2)nc1-c1ccccc1 | 3 | -38 |

Compound profiles, from the list above. Values in the order: LGR2 antag	ARNT-TACC3 inh
Shown for `CC(=O)N1CCC2(CC1)C(C#N)=C(N)Oc1n[nH]c(CSc3ccc(C)cc3)c12` → 3	17
Shown for `CC(C#N)Sc1ncnc2sc3c(c12)CCC3` (stereo unspecified) → -33	4
Shown for `CC(C)NS(=O)(=O)c1ccc(OCC(=O)Nc2ccc3c(c2)OCO3)c(Cl)c1` → -16	-10
Shown for `CC(C)COC(=O)n1ccc(C(=O)N2CCCCC2)n1` → -24	1
Shown for `COc1ccc(-c2c[n+]3c4n2CCCCC4=C(c2ccc(Br)cc2)C3)cc1` → -18	17

(listing goes on)
| Structure | LGR2 antag | ARNT-TACC3 inh |
| --- | --- | --- |
| CC1CN(C(=O)CSc2nnc(-c3ccncc3)n2-c2ccccc2)CC(C)O1 (stereo unspecified) | -8 | -6 |
| O=C(/C=C/Nc1ccc(OC(F)(F)F)cc1)C(F)(F)F | -12 | -19 |
| CCOC(=O)COc1ccc(CCNC(C)=O)cc1 | -3 | -5 |
| c1nc(N2CCOCC2)c2[nH]cnc2n1 | -5 | 5 |
| COC(=O)C1=C(C)N(C)C(C)=C(C(=O)OC)C1c1ccccn1 | 4 | -4 |
| COc1ccc(-c2ccc(/C=N/NC(=O)c3cccnc3)o2)c([N+](=O)[O-])c1 | 13 | -3 |
| CCOC(=O)C1CCCN(C(=O)c2cc3nc(-c4ccc5c(c4)OCO5)cc(C(F)(F)F)n3n2)C1 (stereo unspecified) | -12 | -18 |
| CCOC(=O)Cn1nnc(-c2ccc(S(C)(=O)=O)cc2)n1 | -17 | -14 |
| O=C(Nc1nncs1)C1(c2ccccc2)CCCC1 | -4 | 13 |
| O=C(/C=C/c1ccccc1)NNC(=O)c1cccc(Cl)c1 | 24 | -8 |
| O=C(CN(c1ccc(F)cc1)S(=O)(=O)c1ccc2c(c1)OCCO2)Nc1cccnc1 | 6 | -5 |
| C[N+](C)(C)C/C=C1/COCO1 | -8 | -8 |
| CCCCN(CCCC)S(=O)(=O)c1ccc2oc(C(=O)N3CCOCC3)c(C)c2c1 | 7 | 1 |
| N#Cc1ccc(CSc2nnc(-c3cccc(S(=O)(=O)N4CCCCC4)c3)o2)cc1 | 6 | -8 |
| Cn1c(CS(=O)Cc2c(Cl)cccc2Cl)nnc1SCc1ccc(Cl)cc1 (stereo unspecified) | 8 | 2 |
| CC(C)CCn1c(O)c(N=Nc2ccccn2)c2ccccc21 | -1 | 11 |
| CC1(C(=O)Nc2nnc(SCc3ccccc3)s2)Cc2ccccc2C(=O)O1 (stereo unspecified) | 14 | -3 |
| CCCOc1ccccc1C1NC(=O)NC(C)=C1C(=O)OCc1ccccc1 (stereo unspecified) | 21 | 3 |
| Cc1cccc(CSC2=CS(=O)(=O)c3ccccc3N2)c1 | -8 | -9 |
| Cc1nn(-c2ccccc2)c(=S)n1-c1ccccc1 | 6 | -4 |

Laid out differently: entries from further up.
SMILES: CCOC(=O)C1CCCN(C(=O)c2cc3nc(-c4ccc5c(c4)OCO5)cc(C(F)(F)F)n3n2)C1 (stereo unspecified)
  LGR2 antag: -12 | ARNT-TACC3 inh: -18

SMILES: Cn1c(CS(=O)Cc2c(Cl)cccc2Cl)nnc1SCc1ccc(Cl)cc1 (stereo unspecified)
  LGR2 antag: 8 | ARNT-TACC3 inh: 2

SMILES: c1nc(N2CCOCC2)c2[nH]cnc2n1
  LGR2 antag: -5 | ARNT-TACC3 inh: 5

New compounds follow:
| Structure | LGR2 antag | ARNT-TACC3 inh |
| --- | --- | --- |
| Cc1ccc(NC(=O)CCC(=O)NNC(=O)c2ccco2)c(C)c1 | -9 | -4 |
| COCCN1CSC(=S)N(Cc2ccco2)C1 | -40 | 7 |
| CN(C)c1ccc(NC(=O)c2cccc(C(=O)Nc3ccc(N(C)C)cc3)n2)cc1 | -15 | -1 |
| O=C(CCCCn1c(=O)c2ccccc2n(CC(=O)NC2CCCC2)c1=O)NCc1ccco1 | -24 | 1 |
| FC(F)(F)c1ccc(N2CCN(Cc3ccc4c(c3)OCO4)CC2)nc1 | -5 | 4 |
| CCOc1ccc(-n2c(C)nc3cc(C(=O)NCCCN4CCOCC4)ccc32)cc1 | 0 | 4 |
| CSc1nnc(-c2ccccc2)c(=O)[nH]1 | -2 | 0 |
| Cc1cc(NC(=O)CSc2nnc(COc3cccc(C)c3C)n2C)no1 | 1 | 4 |
| NC(=O)c1c(NC(=O)c2ccccc2)sc2c1CCc1ccccc1-2 | -95 | -3 |
| CCN1CCN(c2nc(Nc3cccc(C)c3)nc(N)c2[N+](=O)[O-])CC1 | -20 | 8 |
| COc1ccccc1-c1ccc(C(=O)O)o1 | -23 | -7 |
| Cc1ccc(/C=C/c2nnc(-c3ccc(C)cc3)o2)cc1 | -30 | -4 |
| CCCCSc1nc(C)cc(SCC(=O)N/N=C/c2cccc(OC)c2O)n1 | u | -7 |
| COCCOC(=O)C1=C(C)NC(=O)N(C(C)=O)C1c1ccc(Cl)cc1 (stereo unspecified) | -5 | 7 |
| CCOc1ccccc1CN1C(=O)c2ccccc2C1C(=O)NCC1CCCO1 (stereo unspecified) | 18 | -5 |
| CCN(CC1COc2ccccc2O1)C(=S)Nc1ccccc1 (stereo unspecified) | 13 | 26 |
| CCOC(=O)N1CCN(C(=O)c2csc3c2CCCCC3)CC1 | 1 | -9 |
| O=S(=O)(c1ccccc1)N1CCN(S(=O)(=O)N2CCCCC2)CC1 | -3 | -5 |
| Cc1cc2nc(SCC(=O)Nc3nonc3C)c3c(c2cc1C)CCCC3 | -14 | -2 |
| COC(=O)C(C)n1cnc2c(nnn2Cc2ccc(Cl)cc2)c1=O (stereo unspecified) | -4 | -25 |
| COc1cc(NC(=O)c2cc3sccc3n2C)cc(OC)c1 | -66 | 0 |
| COc1cccc(NC(=O)c2ccc(CN3CCOCC3)cc2)c1 | 5 | -1 |
| O=C1CSC(c2cccc(F)c2)N1c1ccc(O)cc1 (stereo unspecified) | -10 | -24 |
| C=CCc1ccccc1OCC(O)CN1CCN(c2ccccc2F)CC1 (stereo unspecified) | -26 | 5 |
| N#Cc1c(-c2cccc(Br)c2)cc(-c2cccnc2)nc1N | -13 | -3 |
| Cc1c(C#N)c(NC(=O)c2cccc(Cl)c2)n(Cc2ccccc2)c1C | 4 | -1 |
| Cn1c(=O)c2c(nc(Sc3nc4ccccc4n3CC(=O)N3CCCCC3)n2C)n(C)c1=O | 1 | -6 |
| Cc1cccc(Oc2nc(-c3ccccc3)cc(C)c2S(C)(=O)=O)c1C | -11 | 19 |
| COc1ccc(C(O)P(=O)(O)CCc2ccccc2)cc1 (stereo unspecified) | 2 | -5 |
| O=C1C(=Cc2ccco2)C(=O)c2ccccc21 | -15 | 2 |
| CSc1ccc(C#N)cc1NC(=O)c1ccc(Cl)cc1Cl | -1 | 28 |

Not all compounds are listed; rates above refer to the full screens.
